MITF inh: blocks human microphthalmia-associated transcription factor | O75030 | AlphaScreen MITF homodimerization, bead proximity signal | inhibition, % at 2.6 µM | hit rate 0.91% among 650,000; in the data active = inhibition above about 50%;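 also: 0% = vehicle wells with protein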
Target sequence (O75030 whole entry, looked up): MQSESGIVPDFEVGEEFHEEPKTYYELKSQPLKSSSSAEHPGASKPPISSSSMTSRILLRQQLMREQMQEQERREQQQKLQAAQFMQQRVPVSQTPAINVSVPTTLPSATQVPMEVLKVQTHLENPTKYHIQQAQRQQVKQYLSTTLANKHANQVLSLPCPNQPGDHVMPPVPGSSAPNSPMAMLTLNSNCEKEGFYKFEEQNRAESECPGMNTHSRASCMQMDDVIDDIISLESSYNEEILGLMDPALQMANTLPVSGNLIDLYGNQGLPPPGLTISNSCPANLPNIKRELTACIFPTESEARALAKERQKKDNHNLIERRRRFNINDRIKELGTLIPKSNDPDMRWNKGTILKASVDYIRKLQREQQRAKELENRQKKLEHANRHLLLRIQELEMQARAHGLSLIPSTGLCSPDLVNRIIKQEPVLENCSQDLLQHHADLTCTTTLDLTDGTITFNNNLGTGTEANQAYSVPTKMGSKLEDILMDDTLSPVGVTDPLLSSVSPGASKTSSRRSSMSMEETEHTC
FBW7 act: activators of human E3 ligase FBW7; Q969H0; AlphaScreen FBW7–phospho-cyclin E peptide binding, activator screen; hit rate 0.13% among 650,000; normalized activity (activation), % at 26.1 µM; AID 1259310; in the data active = normalized activity above about 1.9%;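 also: purified mutant Fbw7 with reduced substrate affinity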
GPR151 ag: activators of human GPR151 | Q8TDV0 | activation, % at 11.2 µM | hit rate 1% among 650,000 | PathHunter beta-arrestin GPR151 cells, luminescence; in the data active = activation above about 4.9%;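 also: 0% = median of compound wells and 100% = cells with positive control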
Target sequence (Q8TDV0 whole entry, looked up): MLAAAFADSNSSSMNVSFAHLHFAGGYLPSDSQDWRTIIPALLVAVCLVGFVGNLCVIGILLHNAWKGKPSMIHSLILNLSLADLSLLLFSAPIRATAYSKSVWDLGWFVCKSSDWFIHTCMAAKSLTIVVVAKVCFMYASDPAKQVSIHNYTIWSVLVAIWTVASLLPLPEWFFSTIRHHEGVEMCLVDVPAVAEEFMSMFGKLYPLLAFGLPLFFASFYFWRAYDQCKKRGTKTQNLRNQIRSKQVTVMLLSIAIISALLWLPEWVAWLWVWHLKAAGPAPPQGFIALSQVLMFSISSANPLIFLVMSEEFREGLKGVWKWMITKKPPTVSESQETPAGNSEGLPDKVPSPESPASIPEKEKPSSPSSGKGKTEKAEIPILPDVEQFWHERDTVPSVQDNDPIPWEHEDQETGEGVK
TEAD-YAP block: TEAD-YAP interaction inhibition. HEK-TIYL cells, TEAD-Gal4/YAP UAS-luciferase luminescence. inhibition, % at 9.12 µM. hit rate 1.4% among 640,000. AID 1259422; in the data active = inhibition above about 32%;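 also: 0% = median of test compound wells and 100% = reference inhibitor wells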
An asterisk follows results filed as active; & = joins results of further samples. Compounds were not picked by outcome, and some 3.4% of all compounds hit somewhere here.

smiles | FBW7 act | GPR151 ag | TEAD-YAP block | MITF inh
O=C(CNC(=O)c1ccccn1)N/N=C/c1ccc2c(c1)OCO2 | 0.1 | -0.2 | -12 | -15
NC(=O)c1c(NC(=O)CSc2ccc(Cl)cc2)sc2c1CCCC2 | 0.5 | 1.8 | 8 | 33
COc1cccc(NC(=O)CN2CCCCCC2)c1 | 0.2 | 1.2 | -8 | 5
CCN(CC)c1nc(Nc2ccc(N3CCOCC3)cc2)nc(NC2CCN(Cc3ccccc3)CC2)n1 | -0.2&-0.1 | -1.9&-0.7 | 14&10 | 5&11
C1CN(c2nc(-c3nn[nH]n3)nc(N3CCOCC3)n2)CCO1 | -0.2 | 1.4 | -12 | -7
OCCNc1ccnc(Nc2ccncn2)n1 | 0.4 | 1.5 | 8 | 9
O=C(Oc1ccc2c(c1)OCO2)C1CCCCN1S(=O)(=O)c1ccccc1 (configuration not stated) | -0.2 | -1.2 | 5 | 7
Cc1cnc(Nc2cnccn2)nc1NCCCN1CCCC1=O | 0.0 | 0.2 | -3 | 2
Cc1nc2ccccc2nc1CN1CCOc2ccc(C(C)(O)CN(C)C)cc2C1 (configuration not stated) | 0.4 | -0.6 | 8 | 13
COC(=O)CCC(=O)Nc1ccc(Cl)c(Cl)c1 | 0.0 | 0.2 | 1 | -1
CC(=O)c1ccc(OCCCC(=O)Nc2nnc(Cc3ccccc3)s2)cc1 | -0.1 | -2.0 | 6 | 12
COc1ccc(N=C(C)C2=C(O)COC2=O)cc1 | 0.1 | 1.3 | 11 | 4
CC1CCc2[nH]c3ccccc3c(=O)c2C1 (configuration not stated) | 0.0 | 1.0 | 2 | 3
Cc1ccc(NC(=O)C2CCCN2Sc2ccccc2[N+](=O)[O-])c(C)c1 (configuration not stated) | 0.0 | 6.0* | 5 | 14
Cc1cc(/C=C2/NC(=O)NC2=O)c(C)n1-c1ccc(C23CC4CC(CC(C4)C2)C3)cc1 | 0.0 | -0.8 | 9 | 12
O=[N+]([O-])c1cc(Sc2ccccc2)c2c(C3OCCS3)nn(-c3ccccc3)c2c1 (configuration not stated) | 0.0 | -0.5 | -4 | -4
Clc1cccc(C2Nc3c(Cl)cccc3C3C=CCC32)c1Cl (configuration not stated) | 0.0 | 0.3 | -2 | -1
O=C(CCCCCN1C(=O)c2ccccc2C1=O)Nc1ccccc1Cl | 0.0 | -0.3 | 9 | 5
CCOC(=O)c1c(NC(=O)CSc2nnc(CNC(=O)COc3ccc(Cl)cc3Cl)n2C)sc2c1CCCC2 | 0.1 | 0.8 | 2 | 2
COC(=O)[C@@H]1CN(C(=O)c2ccc(=O)[nH]n2)C[C@H]1c1ccc(OC)cc1 | 0.0 | -0.6 | 7 | -30

The last six compounds of the part above are carried over, then new ones follow:
smiles | FBW7 act | GPR151 ag | TEAD-YAP block | MITF inh
Cc1cc(/C=C2/NC(=O)NC2=O)c(C)n1-c1ccc(C23CC4CC(CC(C4)C2)C3)cc1 | 0.0 | -0.8 | 9 | 12
O=[N+]([O-])c1cc(Sc2ccccc2)c2c(C3OCCS3)nn(-c3ccccc3)c2c1 (configuration not stated) | 0.0 | -0.5 | -4 | -4
Clc1cccc(C2Nc3c(Cl)cccc3C3C=CCC32)c1Cl (configuration not stated) | 0.0 | 0.3 | -2 | -1
O=C(CCCCCN1C(=O)c2ccccc2C1=O)Nc1ccccc1Cl | 0.0 | -0.3 | 9 | 5
CCOC(=O)c1c(NC(=O)CSc2nnc(CNC(=O)COc3ccc(Cl)cc3Cl)n2C)sc2c1CCCC2 | 0.1 | 0.8 | 2 | 2
COC(=O)[C@@H]1CN(C(=O)c2ccc(=O)[nH]n2)C[C@H]1c1ccc(OC)cc1 | 0.0 | -0.6 | 7 | -30
CCN1C(=O)N(COC(C)=O)C2C1N(COC(C)=O)C(=O)N2CC (configuration not stated) | 0.0 | 0.0 | 7 | -11
CCOC(=O)N1CCN(C(=O)/C(=C/c2ccc(Cl)cc2)NC(=O)c2ccccc2)CC1 | 0.0 | 1.0 | 7 | -4
C=CCSc1nnc2c(n1)OC(C1CC=C(CCC=C(C)C)CC1C)Nc1ccccc1-2 (configuration not stated) | -0.1 | 1.5 | -14 | 3
Cc1cccc(Nc2nn3c(=O)c4ccccc4nc3s2)c1C | 0.1 | -0.5 | -57 | -6
COc1cccc(OC)c1C(=O)Nc1ccccc1I | 0.2 | -1.6 | 14 | 14
COc1ccc(-c2cn3c4ccccc4nc3n2CCCN2CCOCC2)cc1 | 1.0 | 0.0 | -2 | 9
CCC(=O)Nc1ccccc1-c1nnn(CC(N)=O)n1 | -0.1 | 3.0 | -3 | -2
COC(=O)COc1ccc(S(=O)(=O)NCCC2=CCCCC2)cc1C | 0.3 | 30* | -1 | 2
Cc1nc2c(C(=O)NCc3cccs3)cnn2c(C)c1Cc1ccccc1 | 0.4 | -0.5 | 0 | 7
CC(C)C(=O)Nc1ccc(NC(=O)C23CC4CC(CC(C4)C2)C3)cn1 | 0.1 | 0.5 | -31 | -5
C/C=N/NC(=O)CCCOc1ccc(Cl)cc1Cl | -0.1 | -0.3 | 9 | 9
COc1ccc(CN2CCC(C(=O)NC(C)(C)C)CC2)cc1OC | 0.3 | 0.3 | 1 | 22
CC(=O)NCCc1nc2ccccc2n1Cc1cc(C)ccc1C | -0.1 | -1.5 | 7 | -4
COC(=O)C1=C(C)N(Cc2ccco2)C(=O)/C1=C/c1ccc(CNS(=O)(=O)c2ccc(Br)cc2)o1 | -0.1 | 1.7 | 1 | 8
O=C(O)c1ccc(NC(=O)C2CC(=O)N(Cc3ccc(Cl)cc3)C(=Nc3ccc(F)cc3)S2)cc1 (configuration not stated) | 0.0 | 0.1 | -2 | -4
COc1ccccc1C(=O)N/C(=C/c1ccc(Br)cc1)C(=O)NCCO | -0.1 | -1.8 | -3 | -17
CN(C)S(=O)(=O)c1ccc(Br)c2nsnc12 | -0.2 | 2.9 | 7 | 4
CCC(=O)N1c2ccccc2NC2=C(C(=O)CCC2)C1c1c(Cl)cccc1Cl (configuration not stated) | -0.1 | -1.0 | 4 | 7
COC(=O)C1=C(C)Nc2c(c(=O)n(C)c(=O)n2C)C1c1cccc(F)c1 (configuration not stated) | 0.5 | -0.2 | 2 | 18
COc1ccc(CCNc2cc(Nc3nccc4ccccc34)nc(N)n2)cc1 | 0.1 | 0.8 | 0 | 1
Cc1ccc(/C=C/C2=NC(=C\c3cccs3)/C(=O)O2)cc1 | 1.2 | 1.4 | 2 | 5
CC(C)N(CCNc1nc(Nc2ccc(-n3ccnc3)cc2)nc2c1ncn2-c1ccsc1)C(C)C | 0.0 | 1.5 | 51* | 15
COc1ccc(CNC(=O)C2CCCN2C(=O)NC2CCCCC2)cc1 (configuration not stated) | 0.4 | -1.0 | -2 | 9
Cc1cccnc1CNC(=O)CCC1(Cc2cccc3ccccc23)CCC(=O)N1 (configuration not stated) | 0.0 | -0.7 | 12 | -12
S=C(Nc1ccc2c(c1)OCO2)Nn1cnnc1 | -0.2 | -0.5 | -1 | 6
COc1ccc(/C=N/NC(=O)Nc2cccc3nsnc23)cc1OC | -0.1 | -0.6 | -12 | -8
CC(=O)Oc1cccc(C(=O)Nc2ccccc2[N+](=O)[O-])c1 | 0.0 | -1.8 | 14 | -2
COc1ccc(S(=O)(=O)N2CCC(C(=O)N3CCCCCC3)CC2)cc1C | -0.1 | -0.8 | -13 | -4
Cc1nnc(NC(=O)CSc2nnc(NC(=O)CCc3ccccc3)s2)s1 | 0.6 | -0.5 | 2 | 9
CCN1CCCC1CNc1ncnc2sc(C(=O)NCCc3cccs3)c(C)c12 (configuration not stated) | -0.1 | 0.3 | -35 | 9
Cc1ccccc1NC(=O)Cc1cccs1 | 0.0 | 0.1 | -11 | 7
CCC(=O)CC1OC(=O)c2c1ccc(OC)c2OC (configuration not stated) | 0.0 | 2.2 | -4 | 4
C=CCn1c(N)cc(=O)nc1SCC(=O)Nc1nnc(CCCC)s1 | 0.8 | -2.7 | -7 | -7
NNC(=O)CN1CCN(S(=O)(=O)c2ccc(Br)cc2)CC1 | 0.1 | -2.3 | -1 | 9
O=C1CCCN1CCCNc1nc(Nc2ccncc2)nc2c1ncn2CCN1CCCC1=O | 0.0 | -1.7 | 3 | 11
CCOC(=O)c1sc2nc(SCc3ccccc3Cl)n(CCC3=CCCCC3)c(=O)c2c1C | 1.1 | -2.2 | 0 | 23
COc1cccc2cc(-c3csc(NC(=O)CCC(=O)N4CCc5ccccc5C4)n3)c(=O)oc12 | -0.4 | -0.4 | -11 | -2
C=CCn1c(-c2ccc(OC)cc2)csc1=Nc1c(C)n(C)n(-c2ccccc2)c1=O | 0.0 | -0.8 | 9 | 7
Cc1ccc(/C=C2/SC(N3CCC(C)CC3)=NC2=O)o1 | -0.1 | 3.3 | -46 | 8
Cn1c(C(=O)O)c(CC(=O)Nc2ccc3c(c2)OCCO3)c2ccccc21 | 0.0 | -0.7 | 35* | 21

Arranged by count of non-hydrogen atoms (high to low): some entries from above
smiles | FBW7 act | GPR151 ag | TEAD-YAP block | MITF inh
CCN1CCCC1CNc1ncnc2sc(C(=O)NCCc3cccs3)c(C)c12 (configuration not stated) | -0.1 | 0.3 | -35 | 9
COc1ccc(S(=O)(=O)N2CCC(C(=O)N3CCCCCC3)CC2)cc1C | -0.1 | -0.8 | -13 | -4
COc1ccc(/C=N/NC(=O)Nc2cccc3nsnc23)cc1OC | -0.1 | -0.6 | -12 | -8

(continued)
smiles | FBW7 act | GPR151 ag | TEAD-YAP block | MITF inh
COc1ccccc1N(CC(=O)Nc1cccc(Cl)c1C)S(=O)(=O)c1ccc(C)cc1 | 0.0 | 1.0 | -3 | -9
CC(=O)c1cccc(-n2nnnc2SCC(=O)NNC(=O)C2CCCCC2)c1 | 0.0 | 0.6 | -6 | 5
C=C(C)c1cccc(C(C)(C)NC(=O)NNC(=O)c2ccc3c(c2)nc(C)n3CC)c1 | -0.1 | 0.6 | 5 | 0
CCCCNC(=O)c1cccnc1SCC(=O)Nc1cccc(C(F)(F)F)c1 | 0.4 | -0.5 | 0 | 12
O=C(NCCCNC(=O)c1cccc(Br)c1)c1cccc(Br)c1 | -0.1 | -0.7 | -4 | -12
CCOc1cccc(NC(=O)c2snc3c(=O)[nH]cnc23)c1 | 0.4 | 0.8 | 11 | 3
CCN(CC)c1ccc(C2C(C#N)=C(N)N(c3ccc([N+](=O)[O-])cc3Cl)C3=C2C(=O)CCC3)cc1 (configuration not stated) | -0.3 | 2.3 | 6 | 4
O=c1[nH]c2ccc(S(=O)(=O)N3CCN(c4ccccc4F)CC3)cc2o1 | 0.1 | 2.2 | -4 | 14
CCc1cnc2c(c1N1CCCC1)c(=O)n(C)c(=O)n2C | -0.1 | -0.3 | 4 | 2
CCOc1cc(C)c(C(C)C)cc1S(=O)(=O)NCCOC | 0.1 | -1.7 | -3 | 3
CCSc1nccc(OC(NC(=O)c2ccccc2)C(=O)c2ccccc2)n1 (configuration not stated) | 0.0 | 1.6 | 3 | -6
O=[N+]([O-])c1cnc(Nc2ccccn2)c([N+](=O)[O-])c1 | 0.0 | -0.4 | 6 | -5
Cc1ccc(Cl)cc1NC(=O)CC(O)(C(F)(F)F)C(F)(F)F | 0.0 | 5.2* | 6 | -17
O=C(NCc1ccco1)/C(=C/c1ccc2c(c1)OCO2)NC(=O)c1ccco1 | 0.0 | 0.8 | 10 | 11
CCOc1ccc(OCCSc2nc3ccccc3n2Cc2ccccc2)cc1 | 0.0 | 0.6 | -1 | -4
Cc1cc(C(=O)NCC23CC4CC(CC(C4)C2)C3)ccc1[N+](=O)[O-] | -0.2 | -0.8 | -1 | -6
COc1ccc(-c2nc(NC3CC3)c3ncn(C4CCCCC4)c3n2)cc1 | -0.1 | -0.2 | -5 | -2
COc1ccc(-c2nc3scc(CCNS(=O)(=O)c4ccc(F)cc4C)n3n2)cc1 | -0.2 | 1.6 | 0 | -4
C=CCn1c(SCC(=O)NC(C)CC)nnc1-c1ccc([N+](=O)[O-])cc1 (configuration not stated) | 0.4 | 0.3 | 4 | 4
CC(=O)N1CCc2cc(Br)cc(S(=O)(=O)N(C)c3cc(C)ccc3C)c21 | 0.0 | -0.6 | -8 | 12
CC(NC(=O)c1ccc(C#N)cc1F)c1ccccc1 (configuration not stated) | -0.1 | -0.5 | -2 | -1
O=C(O)CN1C(=O)/C(=C\c2cccc(F)c2)SC1=S | -0.3 | -0.4 | 3 | 1
CC1(C)N=C(N)N=C(N)N1c1ccc(F)cc1F | 0.0 | 0.6 | 5 | -3
CSc1ccc(Cl)c(C(=O)Nc2c(C)n(C)n(-c3ccccc3)c2=O)c1 | 0.0 | 1.1 | 4 | -1
COc1cc(C(=O)Nc2ccc(Cl)c(NC(=O)c3ccccc3)c2)cc(OC)c1OC | 0.0 | 0.8 | 5 | -1
COc1cc(/C=C/C(=O)N2CCC=CC2=O)cc(OC)c1OC | -0.1 | -2.3 | 78* | -9
COc1cc(S(=O)(=O)NCc2cccnc2)ccc1Br | 0.0 | 3.1 | -2 | 5
O=c1oc2ccc([N+](=O)[O-])cc2nc1/C=C(\O)c1ccc(Cl)cc1 | -0.1 | 0.6 | 8 | 2
CCN(CC)S(=O)(=O)c1ccc(/C(O)=C(\C#N)c2nc3ccccc3n2C)cc1 | 0.4 | -1.6 | -8 | 13

Random excerpt: two entries already listed.
smiles | FBW7 act | GPR151 ag | TEAD-YAP block | MITF inh
CC(NC(=O)c1ccc(C#N)cc1F)c1ccccc1 (configuration not stated) | -0.1 | -0.5 | -2 | -1
COc1cc(/C=C/C(=O)N2CCC=CC2=O)cc(OC)c1OC | -0.1 | -2.3 | 78* | -9
